TAAR1 ag: human TAAR1 agonists, primary screen, Fluo-8 calcium fluorescence, CHO RD-HGA16 cells. Trace amine-associated receptor 1 (Homo sapiens), Q96RJ0. vehicle wells 0%, saturating PEA agonist 100%. activation, % at 3 µM. 360,000 compounds, 0.99% hits. AID 624467, 2012;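 active = activation above the mean activation of all test compounds in the run plus 3 SD, cut at about 38% in these data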
Target sequence (Q96RJ0 whole entry, looked up): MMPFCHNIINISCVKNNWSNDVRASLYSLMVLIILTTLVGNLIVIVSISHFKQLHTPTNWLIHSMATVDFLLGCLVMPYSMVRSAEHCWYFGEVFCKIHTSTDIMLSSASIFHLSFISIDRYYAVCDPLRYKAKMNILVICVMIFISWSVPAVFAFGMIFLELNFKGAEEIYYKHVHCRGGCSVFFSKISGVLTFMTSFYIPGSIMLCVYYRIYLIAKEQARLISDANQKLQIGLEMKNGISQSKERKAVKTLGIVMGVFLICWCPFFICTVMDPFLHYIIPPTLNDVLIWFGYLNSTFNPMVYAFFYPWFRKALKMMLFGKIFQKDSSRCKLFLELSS
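Assay system: CHO-derived RD-HGA16 cells with stable Gα16 and human TAAR1; timing: 17-24 h seeding, 75 min 37 °C dye, 30 min RT; read-out: % activation from peak over basal fluorescence ratio, DMSO-to-PEA scaled; measured by: kinetic Fluo-8 calcium fluorescence; benchmarks: low control DMSO, high control PEA (EC100); doses: 3 µM single concentration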
M1 ag: human M1 muscarinic receptor agonists, primary screen, Fluo-8 calcium fluorescence, CHO-K1 cells, HTS | Muscarinic acetylcholine receptor M1 (Homo sapiens), P11229 | CHO-K1 hM1, agonist mode; 0% DMSO, 100% acetylcholine EC100 | activation, % at 3 µM | 360,000 compounds, 0.33% hits | AID 588814, 2011;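 active = activation above the run's mean compound activation plus 3 SD, cut at about 16% in these data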;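 also: peak over basal fluorescence ratio within a 140 s kinetic read after compound addition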
CHO-K1 Ca PAM: nonselective calcium activators in parental CHO-K1 cells, primary screen, counter-screen for M1 PAM project, cell-based, Fluo-8 calcium fluorescence, full deck, 1536-well; ATP EC20; 0% at ATP EC20, 100% at ATP max; activation, % at 3 µM; 360,000 compounds, 0.02% hits; AID 602247, 2012;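 active = activation above the run cutoff, the mean activation of all test compounds plus 3 SD, cut at about 40% in these data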;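 also: peak over basal fluorescence ratio in a 140 s read after ATP addition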
CHO parental Ca: ATP-evoked calcium signal inhibitors, parental CHO, primary screen, counter-screen for OX1R antagonist project, cell-based, fluorescence, Fluo-8 calcium dye | parental CHO-K1, ATP-induced calcium, Fluo-8 fluorescence | inhibition, % at 5.6 µM | 330,000 compounds, 0.63% hits | AID 463079, 2010;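 active = inhibition above that plate's mean sample inhibition plus 3 SD, cut at about 26% in these data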;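 also: 0% = ATP-challenged DMSO wells and 100% = DMSO wells without ATP; some compounds past the cut are filed as inactive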
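Test system: untransfected parental CHO cell line; also added: ATP stimulus; dosing: 5.6 µM, single dose; signal: calcium-sensitive Fluo-8 fluorescence; measure: percent inhibition of ATP-evoked calcium rise, normalized to controls; benchmarks: low control ATP plus DMSO, high control DMSO only; replication: one well per compound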
TAAR1 antag: human TAAR1 antagonists, primary screen, Fluo-8 calcium fluorescence, CHO RD-HGA16 cells | Trace amine-associated receptor 1 (Homo sapiens), Q96RJ0 | antagonist | inhibition, % at 3 µM | 360,000 compounds, 1.5% hits;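 active = inhibition above a per-plate cutoff, the mean inhibition of test compounds on that plate plus 3 SD, cut at about 49% in these data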;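 also: 0% = DMSO plus EC80 beta-PEA response and 100% = DMSO alone without agonist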
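Assay system: CHO-derived RD-HGA16 cells stably expressing human TAAR1 plus Gα16. Timing: 140 s kinetic read after compound, 140 s after agonist. Technique: kinetic Fluo-8 calcium fluorescence measurement. Measure: % inhibition of agonist calcium response.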
CHO-K1 Ca antag: counter-screen for M1 antagonists: effect in parental CHO-K1 cells; ATP-induced calcium, Fluo-8 fluorescence; inhibition, % at 3 µM; 360,000 compounds, 0.6% hits; AID 602250;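 active = inhibition above a per-plate cutoff, the plate's mean sample inhibition plus 3 SD, cut at about 24% in these data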;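 also: 0% = DMSO plus EC80 ATP and 100% = DMSO alone without ATP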
M1 ag parental: counter-screen for M1 agonists: effect in parental CHO-K1 cells | 360,000 compounds, 0.48% hits | Fluo-8 calcium fluorescence; scaled to maximal ATP response, vehicle zero | activation, % at 3 µM; in the data active = activation above about 15%;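 also: untransfected CHO-K1 host cells lacking M1 receptor as counterscreen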
OXTR potentiate: human OXTR potentiators, primary screen, fluorescence, CHO-OTR cells, Fluo-8 calcium; Fluo-8 calcium fluorescence, potentiator mode; 0% = oxytocin EC15, 100% = EC100; activation, % at 3 µM; 320,000 compounds, 0.061% hits; AID 2445, 2010;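 active = activation above that plate's cutoff, the mean activation of tested compounds plus 3 SD, cut at about 6.6% in these data, passing the limit was not always enough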;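 also: 100% uses oxytocin at 75 nM as the full agonist control; some results filed as inactive read as strong as hits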
Target sequence (P30559 whole entry, looked up): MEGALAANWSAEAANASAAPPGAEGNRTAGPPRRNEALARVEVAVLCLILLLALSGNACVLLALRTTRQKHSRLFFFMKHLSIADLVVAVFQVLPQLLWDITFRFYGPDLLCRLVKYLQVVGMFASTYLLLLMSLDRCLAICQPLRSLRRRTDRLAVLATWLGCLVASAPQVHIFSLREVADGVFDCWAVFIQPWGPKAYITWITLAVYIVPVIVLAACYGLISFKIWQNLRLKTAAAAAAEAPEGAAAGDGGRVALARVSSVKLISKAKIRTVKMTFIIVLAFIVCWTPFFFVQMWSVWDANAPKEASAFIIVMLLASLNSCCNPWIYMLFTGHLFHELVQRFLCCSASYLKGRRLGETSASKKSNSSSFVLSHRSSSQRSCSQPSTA
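Material: CHO-OTR cells, human receptor; compound dosing: single dose, 3.0 µM nominal final compound concentration; schedule: 6 min compound pre-incubation at room temperature, 100 s kinetic read; measured by: kinetic Fluo-8 calcium fluorescence; read-out basis: % activation vs EC15 and EC100 oxytocin; controls: EC15 oxytocin alone as 0%, 75 nM oxytocin as 100%; replicates: singlicate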
CHRM1 antagonist: human M1 muscarinic receptor antagonists, primary screen, CHO-K1 cells, Fluo-8 calcium fluorescence, 1536-well. CHO-K1 hM1, ACh EC80 antagonist. inhibition, % at 3 µM. 360,000 compounds, 1.3% hits. AID 588852, 2011;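 active = percent inhibition above its own plate's cutoff, namely the mean of that plate's compound wells plus 3 SD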;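 also: peak over basal fluorescence ratio during 140 s after agonist addition; 0% = ACh EC80 plus DMSO and 100% = DMSO alone without agonist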
* = called active by the depositor; / = not tested or not shown.

mol,TAAR1 ag,M1 ag,CHO-K1 Ca PAM,CHO parental Ca,TAAR1 antag,CHO-K1 Ca antag,M1 ag parental,OXTR potentiate,CHRM1 antagonist
CCCC[C@H](CC(=O)c1ccccc1)[C@@H](OC(C)=O)C(=O)Oc1c(C(C)C)cccc1C(C)C,1.7,-2.2,1.5,-35.7,10.3,-9.1,0.3,1.0,-2.6
O=C(O)CCC(=O)NNc1ncnc2ccccc12,5.2,-3.3,-12.4,-2.1,-7.7,15.4,-0.6,-2.5,3.8
CC(=O)c1ccc(NC(=O)C2CC(c3ccc(F)cc3)=NO2)cc1 (stereo not given),3.6,-5.0,11.8,-10.6,-0.7,-4.8,0.7,-7.1,-7.3
O=C(COC(=O)c1ccco1)NCCNC(=O)COC(=O)c1ccco1,1.4,5.9,16.8,3.2,-13.8,-6.5,1.1,-3.4,-5.4
COc1ccc(CN(CCC(c2ccc(F)cc2)C2CCOC(C)(C)C2)C(=O)c2ccco2)cc1 (stereo not given),12.4,-8.1,4.6,-23.2,63.8*,1.5,5.3,-7.1,25.8*
CCC(OC(=O)C(CC(C)C)NC(=O)c1ccccc1)C(=O)Nc1nnc(C)s1 (stereo not given),2.9,-10.1,-3.2,-28.8,39.6,-17.2,3.9,-8.0,5.5
CCOC(=O)N1CCN(C(=O)C2CCCN(c3ncnc4c3nc3n4CCCCC3)C2)CC1 (stereo not given),-0.4,-10.4,8.9,-31.6,3.9,-10.6,1.4,-4.4,1.9
CN1CCN(C(=O)c2cc3c(n(-c4ccccc4)c2=O)CC(C)(C)CC3=O)CC1,4.3,1.3,-2.8,-0.4,-2.5,1.7,0.1,-11.7,-13.7
Cc1ccc(C)n1-c1ncc(Br)cn1,6.1,-5.6,22.6,-1.3,-0.9,-14.2,0.7,1.8,4.2
O=C(NCCc1ccccc1)c1cnc2sccn2c1=O,12.3,-0.2,15.2,-9.0,-7.4,-5.6,0.8,0.9,-18.0
COc1ccc(NC(=O)N(C)[C@H]2C[C@H]3c4[nH]c5ccccc5c4CCN3C(=O)[C@H]2CO)cc1,1.3,-3.6,-0.7,/,1.0,5.2,-0.3,/,-5.0
Cc1ccc(C(=O)N2CCC(C)CC2)cc1S(=O)(=O)N1CCCCC1,5.3,2.2,5.2,-11.2,3.3,1.1,2.9,-0.5,-19.7
FC(F)Oc1ccccc1/C=N/Nc1nc2ccccc2o1,0.5,-2.1,10.4,-14.8,-4.7,-15.5,1.7,-11.4,-13.8
Nc1nnnn1CC(=O)OCc1cccc(Br)c1,10.8,-4.9,6.2,-2.3,16.5,-6.7,0.6,-8.9,7.1
CCOc1ccc(NC(=O)CN(C)C(=O)CSc2ccccc2)cc1OCC,0.4,-2.9,-0.3,/,3.3,-0.7,0.8,/,0.3
CCOC(=O)Cn1c(-c2nonc2NC(=O)c2ccccc2F)nc2ccccc21,1.4,-1.6,9.7,-10.2,18.9,-10.3,0.7,-14.9,-3.2
Cc1ccc(Sc2ccc(NC(=O)CCl)cc2)c(C)c1,7.9,/,/,1.0,14.2,/,/,-13.8,/
Cc1nn(CC(C)C)c(Cl)c1C(=O)NCC(C)(C)N1CCOCC1,1.0,-5.4,5.5,/,-11.2,-2.1,0.6,/,-10.1
Cc1cccc(N(CC(N)=O)S(C)(=O)=O)c1C,7.9,-2.9,15.1,-2.7,-0.3,-16.1,1.0,-12.6,-16.4
C[C@]12c3[nH]c4cc(-c5ccco5)ccc4c3CCN1C(=O)[C@@H](CC(=O)NCCc1ccccn1)C[C@@H]2C(=O)N1CCOCC1,5.6,-6.6,16.2,-28.9,-9.1,-12.6,0.6,/,-13.4
COc1cccc(CNC(=O)CNS(=O)(=O)c2ccc(Br)s2)c1,0.1,0.9,-0.1,-21.2,4.9,-9.5,1.8,-11.1,-11.5
CCOc1ccc(-c2c(=O)n(OCc3ccccc3Br)c3ccccc3[n+]2[O-])c(OCC)c1,3.1,-5.1,6.0,-10.5,-3.7,-9.4,-0.8,0.6,-2.5
CC(C)NC(=O)CSc1nnc(-c2ccc3ncccc3c2)n1C,0.8,1.6,-16.0,-19.9,-0.1,7.1,0.1,8.2,-19.1
COc1ccc(Cl)cc1NC(=O)C/C(C)=N/NC(=O)COc1ccc(C)cc1,1.5,-3.7,-12.6,-25.4,-24.5,-10.0,0.1,-3.1,-1.0
COc1ccccc1N1CCN(C(=O)NCc2cccc(C(F)(F)F)c2)CC1,6.9,4.8,-1.5,0.1,8.9,1.4,9.9,-13.0,-5.4
Cc1ccc(N2CC(O)(c3cccs3)[N+]3=C2CCCC3)cc1 (stereo not given),4.3,-7.8,-9.2,-2.4,-25.0,-13.5,0.1,-0.6,40.0*
CCCCNCC(=O)Nc1ccc(NC(=O)CNCCCC)cc1,2.7,-6.7,-1.6,-11.6,13.5,-5.2,-0.3,-10.7,-15.9
CC(C)(C)Nc1nc(NCc2cccnc2)nc(N2CCOCC2)n1,-0.1,-4.2,19.7,-5.2,6.8,-15.5,0.1,-7.3,-11.4
Clc1ccc(/C=N/N2CCN(Cc3ccccc3Cl)CC2)cc1,5.9,-7.8,-8.2,-5.3,-10.9,7.5,0.4,1.1,-2.3
O=C(NCC(=O)N(c1ccc(F)cc1)C(C(=O)NCC1CCCO1)c1ccccc1)c1ccco1 (stereo not given),8.6,-1.5,7.2,-22.8,24.8,-1.9,3.0,-12.0,-5.7

Full records, quoted from the list:
`Cc1ccc(C(=O)N2CCC(C)CC2)cc1S(=O)(=O)N1CCCCC1` reads TAAR1 ag = 5.3; M1 ag = 2.2; CHO-K1 Ca PAM = 5.2; CHO parental Ca = -11.2; TAAR1 antag = 3.3; CHO-K1 Ca antag = 1.1; M1 ag parental = 2.9; OXTR potentiate = -0.5; CHRM1 antagonist = -19.7
`CC(C)(C)Nc1nc(NCc2cccnc2)nc(N2CCOCC2)n1` reads TAAR1 ag = -0.1; M1 ag = -4.2; CHO-K1 Ca PAM = 19.7; CHO parental Ca = -5.2; TAAR1 antag = 6.8; CHO-K1 Ca antag = -15.5; M1 ag parental = 0.1; OXTR potentiate = -7.3; CHRM1 antagonist = -11.4

Carrying on:
mol,TAAR1 ag,M1 ag,CHO-K1 Ca PAM,CHO parental Ca,TAAR1 antag,CHO-K1 Ca antag,M1 ag parental,OXTR potentiate,CHRM1 antagonist
Cc1nc(C)c(C(=O)N/N=C/c2ccco2)s1,1.1,0.1,17.3,-2.2,-12.1,-6.8,1.1,-1.1,-12.4
COc1cccc(OCc2nnc(SCC(=O)NCc3ccco3)n2C)c1,12.2,-1.9,-23.0,-2.0,7.5,17.7,0.0,-10.4,2.8
N#Cc1ccccc1NC(=O)CSc1n[nH]c(-c2ccco2)n1,-0.6,-1.9,13.5,-9.0,9.4,-6.7,0.5,-2.3,-21.5
CC(=O)c1cccc(OCC(=O)Nc2ccccc2N2CCOCC2)c1,10.5,4.4,-9.1,-21.0,51.4*,1.3,4.7,2.7,2.8
CCOC(=O)C1=CCN(S(=O)(=O)c2ccc(F)cc2)C1c1ccccc1 (stereo not given),1.4,-6.9,5.2,/,17.6,8.5,4.9,/,6.2
COc1ccc(CNc2cc(C)ccc2C)c(OC)c1OC,7.2,-7.8,14.3,-18.0,-10.5,-21.1,0.6,-2.4,-7.5
O=C(CSC(=S)N1CCOCC1)Nc1ncc2c(n1)CCCC2=O,-0.3,-4.1,4.7,-5.6,14.0,-3.9,0.7,-2.1,-2.0
CC(=O)Nc1ccc(S(=O)(=O)Oc2cccc(N3C(=O)C4CC=CCC4C3=O)c2)cc1 (stereo not given),19.0,2.6,-2.5,-0.9,39.1,7.1,7.3,-6.5,7.8
O=C(CSc1ccc(Cl)cc1)NCC1CCCO1 (stereo not given),6.0,-1.9,12.5,-10.2,-1.2,-12.4,0.5,-6.1,-6.5
O=C(CSc1nnc(-c2ccncc2)o1)Nc1ccccc1Cl,14.1,9.5,13.2,-3.5,-0.3,-3.0,3.2,-2.9,-13.7
COc1ccc(Br)cc1C1N2CC3(C)CN1CC(C)(C2)C3=O (stereo not given),-0.8,-2.5,29.3,-1.1,-9.2,-13.8,0.6,1.9,-4.3
Cc1cccc(NC2=Nc3ccccc3N3C2=Nc2c(c(C)nn2-c2ccccc2)C3c2ccc(O)c(O)c2)c1 (stereo not given),14.8,8.3,14.4,-1.2,-5.6,-2.9,0.3,-8.9,-13.3
Oc1ccc(N2CCN(C(c3cccnc3)c3nnnn3Cc3ccccc3)CC2)cc1 (stereo not given),2.0,-5.6,-1.7,-2.7,-27.0,-19.0,-1.0,-3.7,-27.8
CC(=O)c1cccc(NC(=O)NCCc2c[nH]c3ccccc23)c1,7.8,-1.1,-5.7,-18.9,25.5,-7.0,3.6,-7.2,2.0
CCC1Sc2ccc(S(=O)(=O)CCC(=O)Nc3ccccc3Cl)cc2NC1=O (stereo not given),4.3,1.7,8.8,-13.0,11.6,-0.1,1.6,-7.7,-16.0
NC(=O)C1CCN(C(=O)CCNS(=O)(=O)c2cc(Br)cnc2N)CC1,1.8,-5.7,-9.2,3.6,-2.8,5.0,-0.5,1.6,1.9
CC1(c2nnc(Cc3ccccc3)o2)CC(c2cccnc2)=NO1 (stereo not given),4.8,-4.5,25.5,-8.2,5.5,-11.6,1.5,3.4,5.8
COC(=O)COc1ccc(C2NC(=O)NC(c3ccccc3)=C2C(C)=O)cc1Br (stereo not given),5.9,-2.5,5.3,-7.2,-13.7,0.6,-0.2,-3.9,-13.7
CCn1c(=O)c(C(=O)NCc2ccccn2)c(O)c2ccccc21,4.8,-6.8,11.1,-21.2,-2.2,-4.4,0.7,5.8,-24.7
O=C(NCCc1ccc(Cl)cc1)C1=CC=CN2CCS(=O)(=O)N=C12,11.3,-4.0,12.6,-15.7,-3.0,-6.8,0.2,-4.1,3.2
O=C(COC(=O)CN1C(=O)NC2(CCCC2)C1=O)Nc1ccc(C(F)(F)F)cc1[N+](=O)[O-],9.6,-3.5,15.7,-5.5,29.4,-6.5,2.1,-5.6,-11.5
O=C(NCCc1c[nH]c2ccccc12)OC1CC2CC1[C@H]1CCCCN1C2=O (stereo not given in full),0.3,/,-8.8,/,8.8,-1.3,1.1,/,/
CS(=O)(=O)N1N=C(c2ccccc2)CC1c1ccc2nccnc2c1 (stereo not given),4.7,-2.1,15.3,-19.3,-9.5,-5.5,3.1,-6.0,7.2
